Source: PubChem BioAssay (several laboratories)
NPY1 pot ag: NPY-Y1 receptor potentiators or agonists, primary screen, cell-based. Neuropeptide Y receptor type 1 (Homo sapiens), P25929. NPY-Y1 expressing cells, potentiator/agonist activation. activation, % at 3.6 µM. 0.37% of 220,000 active; in the data active means activation above about 33%, passing the limit was not always enough;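 further: cells stimulated with NPY at EC10 then isoproterenol at EC100; 0% = low agonist plus stimulus and 100% = saturating agonist plus stimulus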
Target sequence (P25929 whole entry, looked up): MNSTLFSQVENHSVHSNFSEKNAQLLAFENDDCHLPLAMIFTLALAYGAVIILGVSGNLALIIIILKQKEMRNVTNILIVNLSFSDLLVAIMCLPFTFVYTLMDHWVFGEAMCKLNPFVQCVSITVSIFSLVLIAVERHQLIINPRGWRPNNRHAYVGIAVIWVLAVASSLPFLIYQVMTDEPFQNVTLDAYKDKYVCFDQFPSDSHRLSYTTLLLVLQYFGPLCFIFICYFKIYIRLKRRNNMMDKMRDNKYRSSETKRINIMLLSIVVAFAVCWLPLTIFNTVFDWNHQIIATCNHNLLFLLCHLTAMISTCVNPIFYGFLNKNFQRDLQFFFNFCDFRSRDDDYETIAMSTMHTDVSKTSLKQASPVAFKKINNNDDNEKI
Ba/F3 V617F tox: reduced viability of JAK2V617F-dependent Ba/F3 cells, primary screen, JAK2V617F inhibitor project, cell-based, Ba/F3 EpoR-JAK2V617F, luminescence | ATP luminescence | inhibition, % at 5.6 µM | 1.1% of 220,000 active;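 active means inhibition above the campaign mean plus 3 SD over all tested compounds, cut at about 24% in these data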;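 further: cytokine-independent growth of Ba/F3 cells driven by EpoR plus mutant JAK2; 0% = DMSO-treated cells and 100% = JAK inhibitor I control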
NPY-Y2 PAM-ag: NPY-Y2 potentiators or agonists, primary screen, cell-based. cells expressing NPY-Y2, potentiator/agonist read-out. AID 1359, 2008. 0.45% of 220,000 active. Neuropeptide Y receptor type 2 (Homo sapiens), P49146. activation, % at 3.6 µM; in the data active means activation above about 27%;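 further: cells stimulated with NPY near EC25 plus isoproterenol at EC100; 0% = vehicle plus submaximal agonist and 100% = vehicle plus saturating agonist; some results beyond the cut were filed as inactive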
CHOP inh: inhibitors of CHOP promoter induction, primary screen, cell-based, unfolded protein response, luciferase reporter; CHO-K1 CHOP-promoter luciferase, tunicamycin-induced, 15-18 h; inhibition, % at 10 µM; 3.8% of 220,000 active; AID 2732, 2010;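 active means compounds that reduced the stress-induced luciferase reporter signal by more than about 70% of percent inhibition, limit read from the data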;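 further: 0% = tunicamycin plus vehicle and 100% = wells without tunicamycin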
p47phox inh: p47phox/p22phox peptide binding inhibitors, primary screen, biochemical, uHTS, NADPH oxidase regulatory subunit; AID 1274, 2008; fluorescence polarization, 2 h; Neutrophil cytosol factor 1 (Homo sapiens), P14598; 0.53% of 220,000 active; inhibition, % at 24.7 µM;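 active means inhibition above about 30%, limit read from the data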;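 further: 0% = p47phox with labelled peptide and 100% = labelled peptide alone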
S1P4 agonist: S1P4 receptor agonists, primary screen, cell-based; 0.35% of 220,000 active; S1P4-expressing cell line, agonist reporter assay; activation, % at 4.98 µM; in the data active means activation above about 11%;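 further: 0% = DMSO vehicle and 100% = reference agonist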
Target sequence (O95977 whole entry, looked up): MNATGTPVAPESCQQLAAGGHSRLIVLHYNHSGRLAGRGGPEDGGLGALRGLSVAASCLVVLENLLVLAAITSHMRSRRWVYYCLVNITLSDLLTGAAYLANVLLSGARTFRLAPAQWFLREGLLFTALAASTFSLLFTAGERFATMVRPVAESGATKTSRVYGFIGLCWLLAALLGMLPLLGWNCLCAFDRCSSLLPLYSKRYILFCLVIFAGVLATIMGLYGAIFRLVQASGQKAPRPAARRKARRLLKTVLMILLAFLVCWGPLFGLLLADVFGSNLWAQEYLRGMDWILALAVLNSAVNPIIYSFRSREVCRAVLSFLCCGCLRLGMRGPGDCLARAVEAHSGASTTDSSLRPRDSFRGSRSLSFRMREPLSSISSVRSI
BaF3 parental: parental Ba/F3 cell viability inhibition, counter-screen for JAK2V617F inhibitor project, murine pro-B, CellTiter-Glo luminescence; CellTiter-Glo ATP luminescence; inhibition, % at 5.6 µM; 1.1% of 220,000 active; AID 1486, 2009;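 active means inhibition above a per-campaign cutoff, the mean inhibition of all tested compounds plus 3 SD, cut at about 27% in these data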;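 further: 0% = DMSO wells and 100% = JAK Inhibitor I control wells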
NPY-Y1 antag: NPY-Y1 receptor antagonists, primary screen, cell-based; HEK293-CNG Y1 cells, membrane potential fluorescence; NPY at EC95, then isoproterenol; inhibition, % at 3.6 µM; 1% of 200,000 active;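 active means inhibition above the campaign mean inhibition of all tested compounds plus 3 SD, cut at about 20% in these data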;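 further: 0% = DMSO wells given NPY plus isoproterenol and 100% = isoproterenol alone without NPY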
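Test system – HEK293 Y1/CNG channel cell line · Also added – NPY agonist 25 nM, then isoproterenol 1 µM plus Ro 20-1724 25 µM · Compound dosing – one concentration, 3.6 µM, in 0.4% DMSO · Schedule – compound incubation 1 h at room temperature, readout 45 min post-stimulation · Technique – fluorescence, membrane potential probe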
S1P4 antagonist: S1P4 receptor antagonists, primary screen, cell-based. 0.26% of 220,000 active. inhibition, % at 4.98 µM. S1P4-expressing cells, antagonist mode, reporter read-out. Sphingosine 1-phosphate receptor 4 (Homo sapiens), O95977; in the data active means inhibition above about 29%;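 further: 0% = wells stimulated with agonist and 100% = vehicle wells without agonist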
Starred values were filed as active, the others as inactive.

`CN1CCN(C(=S)Nc2cc(S(=O)(=O)N3CCOCC3)ccc2Cl)CC1` gave NPY1 pot ag -5, Ba/F3 V617F tox 3, NPY-Y2 PAM-ag 1, CHOP inh -5, p47phox inh -8, S1P4 agonist 0.5, BaF3 parental 9, NPY-Y1 antag 4 and S1P4 antagonist -9.
Clc1ccc2c(c1)C=Nc1c(NCc3ccccc3)ncnc1O2 was read as NPY1 pot ag 5, Ba/F3 V617F tox -2, NPY-Y2 PAM-ag -23, CHOP inh -12, p47phox inh 0, S1P4 agonist 0.6, BaF3 parental 3, NPY-Y1 antag 4 and S1P4 antagonist -27.
Screening O=C(NCCC1=CCCCC1)c1ccc(F)cc1 returned NPY1 pot ag 12, Ba/F3 V617F tox 0, NPY-Y2 PAM-ag -10, CHOP inh 0, p47phox inh -9, S1P4 agonist 0.0, BaF3 parental 2, NPY-Y1 antag -1 and S1P4 antagonist -21.
For C=CCn1c(C)c(C(C)=O)c(N2CCN(C(c3ccccc3)c3ccccc3)CC2)nc1=S the results were NPY1 pot ag 24, Ba/F3 V617F tox 3, NPY-Y2 PAM-ag -1, CHOP inh -3, p47phox inh -49, S1P4 agonist 0.5, BaF3 parental 6, NPY-Y1 antag 9 and S1P4 antagonist -8.
For O=C1C2CC=CCC2C(=O)N1Cc1ccccc1 (stereo not given) the results were NPY1 pot ag -7, Ba/F3 V617F tox -2, NPY-Y2 PAM-ag 0, CHOP inh -5, p47phox inh -5, S1P4 agonist 1.7, BaF3 parental 1, NPY-Y1 antag 6 and S1P4 antagonist -16.
`CCc1c(C)nc2ncnn2c1NCCc1ccc(Cl)cc1` gave NPY1 pot ag 12, Ba/F3 V617F tox 18, NPY-Y2 PAM-ag 4, CHOP inh 71*, p47phox inh -2, S1P4 agonist -0.5, BaF3 parental 39*, NPY-Y1 antag -3 and S1P4 antagonist -14.
COc1ccc(S(=O)(=O)NNC(=O)c2sccc2-n2cccc2)cc1 was read as NPY1 pot ag 1, Ba/F3 V617F tox 2, NPY-Y2 PAM-ag -5, CHOP inh 1, p47phox inh -4, S1P4 agonist 1.8, BaF3 parental 4, NPY-Y1 antag 0 and S1P4 antagonist -3.
Cc1ccnc(N=Cc2c(O)ccc3oc4c(c23)CCCC4)c1 was read as NPY1 pot ag 14, Ba/F3 V617F tox -2, NPY-Y2 PAM-ag 4, CHOP inh 13, p47phox inh -19, S1P4 agonist 0.5, BaF3 parental 0, NPY-Y1 antag -3 and S1P4 antagonist -27.
CN(C)c1cccc2c1c(NC(=O)Nc1ccc(F)cc1F)nn2C was read as NPY1 pot ag -18, Ba/F3 V617F tox 3, NPY-Y2 PAM-ag -20, CHOP inh 5, p47phox inh -3, S1P4 agonist 0.9, BaF3 parental -3 and S1P4 antagonist 14.
CCc1ccc(NC(=O)C(C)Oc2nnc(-c3cccs3)c(-c3cccs3)n2)cc1 (stereo not given) was read as NPY1 pot ag 0, Ba/F3 V617F tox 0, NPY-Y2 PAM-ag 16, CHOP inh -28, p47phox inh -86, S1P4 agonist -5.8, BaF3 parental 6, NPY-Y1 antag -6 and S1P4 antagonist -5.
COc1cc(/C=N/S(=O)(=O)CCc2ccccc2)cc(OC)c1O was read as NPY1 pot ag -10, Ba/F3 V617F tox 0, NPY-Y2 PAM-ag -3, CHOP inh 3, p47phox inh -5, S1P4 agonist 2.5, BaF3 parental 5, NPY-Y1 antag -3 and S1P4 antagonist -7.
Screening O=C(Nc1ccc(F)cc1)N1CCC(c2nc3c(nnn3Cc3ccccc3Cl)c(=O)[nH]2)CC1 returned NPY1 pot ag 2, Ba/F3 V617F tox 1, NPY-Y2 PAM-ag -3, CHOP inh 3, p47phox inh -10, S1P4 agonist 0.1, BaF3 parental 7, NPY-Y1 antag -1 and S1P4 antagonist 5.
Cc1cc(=O)oc2cc(OCC(O)CN3CCN(c4ccc(F)cc4)CC3)ccc12 (stereo not given) was read as NPY1 pot ag -4, Ba/F3 V617F tox 0, NPY-Y2 PAM-ag 1, S1P4 agonist 0.2, BaF3 parental 2, NPY-Y1 antag 3 and S1P4 antagonist -4.
Screening O=C(COc1ccccc1-c1ccccc1)N/N=C/c1ccncc1 returned NPY1 pot ag 4, Ba/F3 V617F tox -4, NPY-Y2 PAM-ag 2, CHOP inh 35, p47phox inh -1, S1P4 agonist 1.0, BaF3 parental 0, NPY-Y1 antag 2 and S1P4 antagonist 3.
Cc1ccc(/C=C/C(O)=C2/C(=O)N(C)C3(C)CC2c2ccccc2O3)cc1 (stereo not given) was read as NPY1 pot ag -7, Ba/F3 V617F tox 2, NPY-Y2 PAM-ag -3, CHOP inh -1, p47phox inh 0, S1P4 agonist -0.8, BaF3 parental 6, NPY-Y1 antag 19 and S1P4 antagonist 12.
CCOC(=O)C1CCN(c2nc3cc(OC)ccc3cc2C#N)CC1 was read as NPY1 pot ag -12, Ba/F3 V617F tox 1, NPY-Y2 PAM-ag 0, CHOP inh -4, p47phox inh -15, S1P4 agonist 2.2, BaF3 parental 3, NPY-Y1 antag 8 and S1P4 antagonist -2.
Cc1[nH]n(C2=NCCS2)c(=O)c1N=Nc1cccc(C(F)(F)F)c1 was read as NPY1 pot ag 24, Ba/F3 V617F tox 0, NPY-Y2 PAM-ag 18, CHOP inh -32, p47phox inh 2, S1P4 agonist -0.3, BaF3 parental 7, NPY-Y1 antag -2 and S1P4 antagonist -7.
`C/C(N)=C(/C#N)C(=O)CSc1nnnn1-c1ccccc1` gave NPY1 pot ag 3, Ba/F3 V617F tox -5, NPY-Y2 PAM-ag 5, CHOP inh 12, p47phox inh -10, S1P4 agonist -0.8, BaF3 parental 6, NPY-Y1 antag -6 and S1P4 antagonist -16.
COc1cnc(-c2ccccn2)nc1NC(C)C was read as NPY1 pot ag 20, Ba/F3 V617F tox -1, NPY-Y2 PAM-ag -1, CHOP inh 68, p47phox inh 4, S1P4 agonist 1.0, BaF3 parental 5, NPY-Y1 antag 0 and S1P4 antagonist -4.
For Cc1ccc(S(=O)(=O)C2(C(=O)NC3CCCC3)CC2)cc1 the results were NPY1 pot ag -11, Ba/F3 V617F tox -1, NPY-Y2 PAM-ag 3, CHOP inh -9, p47phox inh -8, S1P4 agonist -0.1, BaF3 parental 3, NPY-Y1 antag 9 and S1P4 antagonist 6.
For COc1ccc(S(=O)(=O)CC(=O)Nc2ccccc2Cl)cc1 the results were NPY1 pot ag 4, Ba/F3 V617F tox 4, NPY-Y2 PAM-ag 2, CHOP inh 3, p47phox inh 2, S1P4 agonist -1.4, BaF3 parental 6, NPY-Y1 antag 4 and S1P4 antagonist -5.
For S=C1NCCOCCOCCOCCNC(=S)NCCOCCOCCOCCN1 the results were NPY1 pot ag -22, Ba/F3 V617F tox -4, NPY-Y2 PAM-ag -1, CHOP inh -7, p47phox inh 2, S1P4 agonist 1.5, BaF3 parental 1, NPY-Y1 antag 5 and S1P4 antagonist -11.
Screening Nc1c(NCCN2CCOCC2)c2ccccc2oc1=O returned NPY1 pot ag 4, Ba/F3 V617F tox -1, NPY-Y2 PAM-ag 6, CHOP inh 7, p47phox inh -6, S1P4 agonist 0.4, BaF3 parental 5, NPY-Y1 antag 2 and S1P4 antagonist -7.
`CCSc1nc2sc3c(c2c(=O)n1CC)CC(C)(C)OC3` gave NPY1 pot ag -22, Ba/F3 V617F tox 1, NPY-Y2 PAM-ag -8, CHOP inh 68, p47phox inh -7, S1P4 agonist 2.9, BaF3 parental 0, NPY-Y1 antag 1 and S1P4 antagonist -38.
For CC(C)(C)n1ncc2c(=O)n(CC(=O)Nc3ccc4c(c3)OCCO4)cnc21 the results were NPY1 pot ag -18, Ba/F3 V617F tox -5, NPY-Y2 PAM-ag -11, CHOP inh 31, p47phox inh -7, S1P4 agonist 1.8, BaF3 parental 2, NPY-Y1 antag -3 and S1P4 antagonist -17.
Screening CN1CCN(CCNC(=O)Nc2ccc([N+](=O)[O-])cc2)CC1 returned NPY1 pot ag -10, Ba/F3 V617F tox -1, NPY-Y2 PAM-ag 1, CHOP inh 2, p47phox inh -11, S1P4 agonist 1.7, BaF3 parental 4, NPY-Y1 antag 6 and S1P4 antagonist -24.
`CCOc1ccccc1CN1CCN(Cc2cc3ccccc3[nH]2)CC1CCO` (stereo not given) gave NPY1 pot ag -6, Ba/F3 V617F tox -1, NPY-Y2 PAM-ag -6, CHOP inh 5, p47phox inh -24, S1P4 agonist 0.0, BaF3 parental 5, NPY-Y1 antag 16 and S1P4 antagonist -1.
Cn1c(SCC(=O)N2c3ccccc3Sc3ccc(Cl)cc32)nnc1-c1ccco1 was read as NPY1 pot ag 10, Ba/F3 V617F tox -1, NPY-Y2 PAM-ag 12, CHOP inh 12, p47phox inh -2, S1P4 agonist 1.4, BaF3 parental 6, NPY-Y1 antag 0 and S1P4 antagonist -7.
`Clc1ccc(CN2CCN(/N=C/c3ccco3)CC2)cc1` gave NPY1 pot ag -5, Ba/F3 V617F tox -1, NPY-Y2 PAM-ag 3, CHOP inh -9, p47phox inh 0, S1P4 agonist 0.3, BaF3 parental -1, NPY-Y1 antag 0 and S1P4 antagonist -7.
Cc1cc(C)n2nc(SCn3nnc4ccccc4c3=O)nc2n1 was read as NPY1 pot ag 4, Ba/F3 V617F tox -3, NPY-Y2 PAM-ag 13, CHOP inh 10, p47phox inh -12, S1P4 agonist 0.3, BaF3 parental 0, NPY-Y1 antag -12 and S1P4 antagonist 1.
Screening CCn1c(CNC(=O)c2ccco2)nnc1SCC(=O)c1ccccc1 returned NPY1 pot ag 3, Ba/F3 V617F tox 1, NPY-Y2 PAM-ag -1, CHOP inh -5, p47phox inh -8, S1P4 agonist 0.4, BaF3 parental 4, NPY-Y1 antag 5 and S1P4 antagonist -8.
Cc1sc2cc3c(c(C(=O)c4ccccc4)[n+]2c1C)-c1cccc2cccc-3c12 was read as NPY1 pot ag 16, Ba/F3 V617F tox 100*, NPY-Y2 PAM-ag 31*, CHOP inh -19, p47phox inh 37*, S1P4 agonist 2.3, BaF3 parental 88*, NPY-Y1 antag 1 and S1P4 antagonist -8.
CCCCOc1ccc(C(=O)Nc2ccc(SC(F)F)cc2)cc1OC was read as NPY1 pot ag -20, Ba/F3 V617F tox 5, NPY-Y2 PAM-ag -3, CHOP inh 40, p47phox inh 2, S1P4 agonist -1.2, BaF3 parental 0, NPY-Y1 antag 0 and S1P4 antagonist -5.
`O=C(c1noc2c1CCCC2)N1CCN(c2ccccc2)CC1` gave NPY1 pot ag 18, Ba/F3 V617F tox 1, NPY-Y2 PAM-ag 12, CHOP inh -15, p47phox inh 7, S1P4 agonist 0.7, BaF3 parental 3, NPY-Y1 antag 1 and S1P4 antagonist -5.
Screening O=C(COC(=O)CCC(=O)c1ccc(Cl)cc1)NC1CC1 returned NPY1 pot ag -29, Ba/F3 V617F tox 5, NPY-Y2 PAM-ag -23, CHOP inh -2, p47phox inh 1, S1P4 agonist -0.2, BaF3 parental 2, NPY-Y1 antag 12 and S1P4 antagonist -12.
`CCN1CCN(CC(=O)c2cc(Cl)ccc2Cl)CC1` gave NPY1 pot ag -6, Ba/F3 V617F tox 3, NPY-Y2 PAM-ag -9, CHOP inh 13, p47phox inh -7, S1P4 agonist 0.4, BaF3 parental 8, NPY-Y1 antag -1 and S1P4 antagonist -9.
